PP5 inh: inhibitors of human protein phosphatase 5 (PP5) | inhibition, % at 6.7 µM | 320,000 compounds, 0.18% hits | P53041 | AID 1987 | purified PP5c, OMFP substrate fluorescence;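 active = inhibition above the campaign's mean inhibition across all tested compounds plus 3 SD, cut at about 9.5% in these data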;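 note: 0% = DMSO only and 100% = 100 µM cantharidin control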
Target sequence (P53041 whole entry, looked up): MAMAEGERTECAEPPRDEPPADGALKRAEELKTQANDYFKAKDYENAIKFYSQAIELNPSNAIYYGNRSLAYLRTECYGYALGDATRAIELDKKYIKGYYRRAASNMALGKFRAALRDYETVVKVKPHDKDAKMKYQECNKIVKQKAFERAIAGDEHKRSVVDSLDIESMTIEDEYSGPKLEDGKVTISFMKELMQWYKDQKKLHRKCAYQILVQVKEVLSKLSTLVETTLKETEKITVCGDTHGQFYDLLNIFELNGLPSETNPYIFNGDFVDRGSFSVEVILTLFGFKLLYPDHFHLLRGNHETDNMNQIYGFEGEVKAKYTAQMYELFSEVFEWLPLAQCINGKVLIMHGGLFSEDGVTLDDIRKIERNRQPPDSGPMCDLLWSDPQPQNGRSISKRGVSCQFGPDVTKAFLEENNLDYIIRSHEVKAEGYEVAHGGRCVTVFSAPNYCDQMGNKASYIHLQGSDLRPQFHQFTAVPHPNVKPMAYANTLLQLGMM
CTSL1 counter: blocks F. hepatica cathepsin L1 in PFM18AAP counter-screen; recombinant F. hepatica cathepsin L1, Z-Leu-Arg-MCA fluorescence; inhibition, % at 5.96 µM; 300,000 compounds, 0.49% hits;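 active = inhibition above the mean of all tested compounds plus 3 SD, set per screening campaign, cut at about 17% in these data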;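 note: 0% = plate median of test compound wells and 100% = 1 µM Z-Phe-Ala-diazomethylketone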
HCV core dimer: HCV core protein dimerization inhibition | TR-FRET GST/Flag-core106 dimerization, 1536-well | inhibition, % at 5 µM | 300,000 compounds, 0.33% hits | AID 1899;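 active = inhibition above the mean of all tested compounds plus 3 SD, set per screening campaign, cut at about 45% in these data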
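Assay system: GST-tagged and Flag-tagged HCV core protein residues 1-106 / Times: compound-protein-antibody incubation 4 h at 22.5 °C / Signal: time-resolved FRET, ex 340 nm, em 617 and 671 nm / Evaluation: % inhibition based on acceptor/donor emission ratio / Benchmarks: wells lacking GST-core106 and wells with excess unlabelled core106 / Repeats: singlicate, one well per compound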
EBNA-1 inhibitor: blocks EBNA-1 binding to DNA. AID 1950. EBNA-1 DNA binding, fluorescence polarization. 300,000 compounds, 0.34% hits. inhibition, % at 14.8 µM; in the data active = inhibition above about 28%
ZTA DNA inh: blocks Epstein-Barr virus ZTA, an EBNA-1 counter-screen | ZTA-DNA binding, fluorescence polarization | inhibition, % at 11 µM | 320,000 compounds, 0.15% hits | AID 2234; in the data active = inhibition above about 33%
Target sequence (P03206 whole entry, looked up): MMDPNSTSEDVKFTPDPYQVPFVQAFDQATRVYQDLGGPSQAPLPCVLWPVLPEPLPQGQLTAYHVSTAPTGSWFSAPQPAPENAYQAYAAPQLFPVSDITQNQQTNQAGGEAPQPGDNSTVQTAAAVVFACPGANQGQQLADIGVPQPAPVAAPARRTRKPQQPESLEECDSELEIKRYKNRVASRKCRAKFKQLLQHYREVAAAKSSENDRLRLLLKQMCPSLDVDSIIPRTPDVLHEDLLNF
TPT1 inh: blocks Candida albicans tRNA 2'-phosphotransferase; 300,000 compounds, 0.81% hits; recombinant caTPT1, FP RNA substrate dephosphorylation; inhibition, % at 5 µM;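 active = inhibition above the mean of all tested compounds plus 3 SD, set per screening campaign, cut at about 24% in these data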;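 note: plate controls were DMSO alone for no effect and ferristatin control at 100 nM for full effect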
CR mimetic SO: lowers age-related superoxide in aged yeast cells | 330,000 compounds, 0.18% hits | S. cerevisiae aged cells, superoxide DHE fluorescence; hits give low values | superoxide response (% of plate mean), % at 10 µM;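 active = superoxide response under a set limit, about three screen SD below normal, cut at about 65% in these data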;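 note: yeast aged for seven days with compound at 30 °C before DHE staining; 100% = average MFI of all compound-treated wells on the plate with controls excluded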
JMJD2C inh: human JMJD2C demethylase inhibition. Q9H3R0. GST-JMJD2C(1-420) H3K9me3 demethylation, DELFIA europium. inhibition, % at 2.35 µM. 330,000 compounds, 0.069% hits;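 active = more than half of a compound's replicate wells show inhibition beyond 50%, single wells judged on their own value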;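 note: signal counts dimethyl H3K9 product captured on neutravidin plate; 0% = median of DMSO wells and 100% = 0.3 times that DMSO median; strong numbers were not always called active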
PP1 inh: counter-screen for PP5 inhibitors: inhibitors of human PP1-alpha | 320,000 compounds, 0.9% hits | AID 2235 | purified PP1alpha, OMFP fluorescence | inhibition, % at 6.7 µM | P62136;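 active = inhibition above the mean inhibition of all tested compounds plus 3 SD, computed separately for each screening campaign, cut at about 15% in these data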
Target sequence (P62136 whole entry, looked up): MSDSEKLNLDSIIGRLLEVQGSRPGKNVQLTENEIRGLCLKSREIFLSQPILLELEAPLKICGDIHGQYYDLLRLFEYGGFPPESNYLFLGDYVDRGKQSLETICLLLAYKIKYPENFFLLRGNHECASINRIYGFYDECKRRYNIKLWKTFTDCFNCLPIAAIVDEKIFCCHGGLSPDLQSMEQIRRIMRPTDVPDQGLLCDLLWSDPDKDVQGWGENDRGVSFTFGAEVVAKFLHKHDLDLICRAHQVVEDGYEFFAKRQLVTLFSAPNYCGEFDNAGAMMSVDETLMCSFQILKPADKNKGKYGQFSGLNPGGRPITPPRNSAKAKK
Starred values were filed as active, the others as inactive; nt = no result given; & = joins results of further samples. An unsorted share of the library. Share with any hit: about 3.1%.

SMILES	PP5 inh	CTSL1 counter	HCV core dimer	EBNA-1 inhibitor	ZTA DNA inh	TPT1 inh	CR mimetic SO	JMJD2C inh	PP1 inh
O=c1c2cccnc2n(-c2ccccc2)n1Cc1ccc(Cl)cc1	1.2	-2	-8	-4	-3	-2	103	-5	-2
CCSc1nc(O)c(Cc2ccccc2)c(=O)[nH]1	-2.3	-3	-1	-4	7	1	106	-5	1
Cc1cccc(NC(=O)COC(=O)c2ccccc2-c2nc3ccccc3s2)c1C	4.2	4	7	-6	-4	2	88	-39	5
O=S(=O)(c1cccc(NC(=S)N2CCN(c3ccccc3F)CC2)c1)C(F)F	7.9	4	-5	2	-7	1	111	-10	-2
CCCNC(=O)N1CCC(C(=O)c2ccc(F)cc2)CC1	-0.5	0	0	7	-2	-5	104	-3	0
Cn1ccnc1SCC(=O)Nc1cccc(S(=O)(=O)N2CCCCCC2)c1	-1.3	-7	-2	-4	4	0	90	-1	1
Cc1ccc(-c2csc(NC(=O)c3ccccc3F)c2C(=O)O)cc1	-1.3	-3	10	-25	7	3	83	-18	-2
O=C(O)/C(=C\c1ccc(Br)cc1)c1ccc(S(=O)(=O)N2CCCCC2)s1	4.1	2	8	-13	-20	-4	106	-9	9
Cc1ccc(S(=O)(=O)CC(=O)c2ccccc2[N+](=O)[O-])cc1	-0.6	1	6	1	5	2	132	-28	-4
O=c1[nH]c(CN2CCN(c3ccccn3)CC2)nc2c(Br)cc(Br)cc12	0.3	-3	3	-10	2	3	99	6	-7
O=C(CCN1CCOCC1)c1ccc2c(c1)OCCO2	0.1	0	1	2	1	-4	101	4	-2
COC(=O)c1ccc(CSc2nc3ccccc3o2)cc1	1.3	0	-2	6	-12	0	104	-8	-4
CS(=O)(=O)c1nc(-c2ccccc2)cc(C(F)(F)F)n1	3.8	7	-1	-17	9	0	86	-37	1
Cc1ccc(OCC(=O)Nc2ccc(CN3CCCCC3)cc2)c(C)c1	1.2	-1	0	-16	9	0	89	-11	-1
Cc1[nH]c2ccccc2c1C(=O)COC(=O)C1CC(O)CN1S(=O)(=O)c1ccc(Cl)cc1 (stereo not drawn)	0.2	nt	nt	nt	2	nt	90	nt	-2
CCN1CCN(c2ccc(NC(=O)Cc3ccccc3)cc2)CC1	0.1	-3	-9	-4	2	0	98	6	-3
O=C(c1ccc(S(=O)(=O)N2CCCC2)cc1)N(c1ccccc1)C1C=CS(=O)(=O)C1 (stereo not drawn)	0.0	2	3	1	0	-5	89	0	-1
O=C(NCCNc1ccc([N+](=O)[O-])cc1)c1cccc2c(Br)cccc12	1.2	1	4	5	3	2	95	7	3
CCOc1ccc(NC(=O)CN(C)C(=O)c2ccc(OCC3CCCO3)cc2)cc1OCC (stereo not drawn)	-2.3	-1	3	9	-5	-2	93	5	-1
CCc1c(C(=O)NCCc2ccc(OC)c(OC)c2)[nH]c(C)c1C(C)=O	13*	-1	0	-9	-10	2	102	-3	0

2 of these compounds in another layout:
Molecule,PP5 inh,CTSL1 counter,HCV core dimer,EBNA-1 inhibitor,ZTA DNA inh,TPT1 inh,CR mimetic SO,JMJD2C inh,PP1 inh
CS(=O)(=O)c1nc(-c2ccccc2)cc(C(F)(F)F)n1,3.8,7,-1,-17,9,0,86,-37,1
Cc1ccc(OCC(=O)Nc2ccc(CN3CCCCC3)cc2)c(C)c1,1.2,-1,0,-16,9,0,89,-11,-1

Next part
SMILES	PP5 inh	CTSL1 counter	HCV core dimer	EBNA-1 inhibitor	ZTA DNA inh	TPT1 inh	CR mimetic SO	JMJD2C inh	PP1 inh
O=c1cc(-c2ccc(Cl)cc2)[nH]c2ccccc12	-1.0	4	-1	1	8	0	103	-3	-2
Cn1nnc(NC(=S)NC(=O)c2cccc3ccccc23)n1	-0.1	0	-1	12	8	1	102	-3	-4
Cc1cc(C)nc(NC(=O)c2cccc([N+](=O)[O-])c2C)n1	-3.6	3	5	1	12	-4	108	-32	-2
Cc1noc(C)c1C(=O)NCCc1ccc(S(N)(=O)=O)cc1	3.6	-2	2	-12	4	-2	101	-2	-4
Cc1ccc(S(=O)(=O)NC(=NC2CCCCC2)c2ccc(F)cc2)cc1	0.7	4	-2	-9	18	0	84	12	0
O=c1[nH]c2ccc([N+](=O)[O-])cc2nc1/C=C(\O)c1ccccc1	-1.1	0	-180	-16	1	8	96	4	-1
Cc1cc(C)nc(N2N=C(C(C)(C)C)CC2=O)n1	0.5	-2	0	-8	-7	1	90	-10	0
O=C(NCCCn1ccnc1)c1ccc(C(F)(F)F)cc1	2.9	-2	-3	-12	-1	0	103	-2	-2
O=C(O)c1cccc(-n2cccc2/C=C2/NC(=O)N(Cc3ccccc3F)C2=O)c1	1.0	2	-1	4	11	0	89	-1	0
O=C(O)CNC(=S)N(Cc1ccccc1F)C1CCCCC1	0.7	-2	-4	-19	-8	0	105	-7	-5
O=C(Cn1cnc2c(nnn2Cc2ccccc2)c1=O)Nc1ccc2c(c1)OCCO2	0.2	-2	1	12	-5	1	112	6	5
Cc1nn(S(=O)(=O)N2CCCCC2)c(C)c1Br	0.0	0	-2	3	4	-2	104	10	2
CCOC(=O)CNC(=O)c1cc(-c2ccc3c(c2)OCCO3)oc1C	2.0	-3	-2	-2	1	0	103	27	-4
O=C(O)CSc1nnc(CNc2ccc(F)cc2)n1-c1ccccc1	-2.2	0	-3	3	7	-1	85	-3	3
COc1ccc(C2N(c3ccc(F)cc3)C(=O)C3CCCN32)cc1 (stereo not drawn)	-1.2	-1	-6	9	14	6	96	2	-6
CSc1ncccc1C(=O)OCC(=O)c1cc(C)n(CC2CCCO2)c1C (stereo not drawn)	0.8	-5	7	3	5	-2	104	-3	-4
CCOc1ccc(N(CC(=O)NC(C)(C)C)C(=O)CCC(=O)Nc2nccs2)cc1	2.8	0	-5	-10	-9	-3	103	-12	-2
O=C(COc1ccc(S(=O)(=O)NC2CCCCC2)cc1Cl)NCc1cccnc1	1.1	-6	-5	3	8	-2	91	-5	0
COc1ccc(N2CCN(C(c3ccccc3OC)c3nnnn3Cc3ccco3)CC2)cc1 (stereo not drawn)	0.5	2	-2	3	-11	-1	93	-3	0
COc1ccccc1N1CCN(c2nccc(C)n2)CC1	2.5	2	18	-5	21	-2	102	12	-1
CCN1CCCC1CNC(=O)CN1C(=O)COc2ccc(C)cc21 (stereo not drawn)	1.7	2	-6	1	-8	1	97	13	0
O=C(Nc1ccccc1OC(F)(F)F)c1ccc([N+](=O)[O-])cc1	0.8	2	-5	2	0	1	75	-18	-1
CC(=O)c1c(C)nc(-c2ccccc2)nc1NC(=O)C(C)C	1.2	1	1	-3	-9	3	99	-4	0
CC1Cc2ccccc2N1c1ncnc(N)c1[N+](=O)[O-] (stereo not drawn)	-0.2	2	2	-18	-5	2	100	nt	-3
CCCCn1nc(C(=O)O)ccc1=O	1.2	2	0	6	14	-3	97	-7	-4
COc1cc(O)c(C(CCN2CCN(c3ccccc3)CC2)c2ccc3c(c2)OCO3)c(OC)c1 (stereo not drawn)	3.2	-2	-9	-6	7	-2	98	0	6
Cc1ccc(C(=O)CSc2ncn[nH]2)cc1	2.5	-2	-3	-18	-4	1	94	-10	0
CCCCOc1ccc(C(=O)NC(=S)Nc2ccc(CN3CCOCC3)cc2)cc1	3.5	-1	-11	-7	5	-3	92	4	3
Cc1oc(-c2cccc(Cl)c2)nc1CSc1nc2c(c(=O)[nH]1)CCC2	0.8	2	1	17	7	-3	103	-4	-2
C=CCc1c(OC(C)=O)c2ccccc2n(C)c1=O	-2.4	-5	-1	-2	12	8	99	-1	1
COc1ccc(C)cc1S(=O)(=O)N1CCN(C(=O)c2ncoc2-c2ccc(C)cc2)CC1	1.7	-2	8	-6	-7	3	116	-5	-3
CC(=O)Nc1ccc(S(=O)(=O)NC(CC(=O)NCCc2ccccc2)C(C)C)cc1 (stereo not drawn)	-1.2	10	-4	-7	-2	0	136	2	11
CCOc1ccc(/C=C2/C(=N)N3OC(C)=CC3=NC2=O)cc1OC	2.6	1	-8	0	-27	2	105	7	-3
Cc1cc(=O)n2nc(N3CCCC(C(=O)NCCCN4CC(C)CC(C)C4)C3)sc2n1 (stereo not drawn)	1.6	1	-10	-24	3	2	101	-2	-2
NC(Cc1ccccc1)C(=O)N1CCCCC1 (stereo not drawn)	-0.1	-1	-3	-7	-3	4	108	-2	-3
COc1ccc(CCNC(=O)[C@H](CCSC)NC(=O)N2CCn3c2nc2ccccc23)cc1OC	0.0	-6	-7	-1	-1	-3	104	6	0
Cc1ccc(C)n1NC(=O)c1ccc(O)cc1	0.0	1	-1	5	9	-1	104	-7	0
O=C(Nc1ccccn1)C1CCCN(c2ncnc3c2nc2n3CCCCC2)C1 (stereo not drawn)	-0.5	-1	-2	2	-3	0	99	-18	2
O=[N+]([O-])c1ccc(N=Nc2c(O)[nH]c3ccc(F)cc23)cc1	0.1	5	3	5	-1	5	75	5	3
COc1cc2cc(-c3ccc(O)cc3O)nc(C)c2cc1OC	2.6	1	-1	0	1	2	102	0	-2
Cc1ccc(C(=O)/C=C/NNC(=O)c2ccccc2O)cc1	2.0	3	-14	1	-2	2	100	-10	6
CCOc1ccccc1NC(=O)CSc1nnc(-c2ccccc2Cl)n1Cc1ccco1	3.3	3	-7	-3	-16	-4	81	2&-8	0
Cc1ccc(-n2c(CCc3ccccc3)n[nH]c2=S)cc1C	1.6	-3	0	16	-5	-2	111	1	1
CCOC(=O)C1(Cc2ccc(O)cc2)NC(c2ccccc2F)C2C(=O)N(C)C(=O)C21 (stereo not drawn)	2.7	-2	1	-2	11	-4	90	0	4
CC(C)C1Oc2ccccc2N(CC(=O)N(Cc2ccccn2)CC2CCCO2)C1=O (stereo not drawn)	-0.9	3	-1	5	3	-5	91	8	1
O=C(OCC1CCCN2CCCCC12)c1ccc2c(c1)OCO2 (stereo not drawn)	1.1	4	0	-7	-7	1	84	-9	-7
CCN(CC)S(=O)(=O)c1cc(C(=O)Nc2cc(C)on2)c(Cl)cc1Cl	0.8	-3	7	-8	9	0	99	-13	-5
CN(CC(=O)Nc1cccc(F)c1)C(=O)c1cn(-c2ccccc2)nc1-c1ccc(F)cc1	5.7	nt	nt	nt	11	nt	102	-1	2
CC(=O)N1CCOc2ccc(S(=O)(=O)Nc3ccc(C)cn3)cc21	1.9	2	7	-1	-6	-1	131	7	0
O=C(NC(=S)NCc1ccccc1)C1CCCCC1	2.5	3	8	-6	4	-3	121	3	0
COc1cc(OC)c(C2SCCS2)c(OC)c1	0.4	0	-11	-9	-22	-5	88	-10	3
CCc1ccc2c(CC(=O)Nc3cccc(S(=O)(=O)N4CCOCC4)c3)coc2c1	6.3	nt	nt	nt	11	nt	98	-7	2
CC1CCCN(CCCNC(=O)c2ccc(NC(=O)C3=CSCCO3)cc2)C1 (stereo not drawn)	-0.9	8	4	2	9	1	81	-2	-5
Cc1ccc(NC(=O)COc2ccccc2)cc1Cl	2.3	4	-4	-9	4	1	94	-23	0
Cc1ccc(NC(=O)COC(=O)Cc2c(F)cccc2Cl)cc1S(=O)(=O)N1CCOCC1	1.0	-15	3	-6	-7	4	96	-11	-2
CC(NC(=O)C(Cc1ccccc1)NC(=O)c1ccccc1)C(=O)O (stereo not drawn)	3.2	-4	-1	-11	-6	0	108	-3	1

Part of the list above, as a markdown table.
| Structure | PP5 inh | CTSL1 counter | HCV core dimer | EBNA-1 inhibitor | ZTA DNA inh | TPT1 inh | CR mimetic SO | JMJD2C inh | PP1 inh |
| --- | --- | --- | --- | --- | --- | --- | --- | --- | --- |
| Cc1ccc(NC(=O)COc2ccccc2)cc1Cl | 2.3 | 4 | -4 | -9 | 4 | 1 | 94 | -23 | 0 |
| Cc1ccc(NC(=O)COC(=O)Cc2c(F)cccc2Cl)cc1S(=O)(=O)N1CCOCC1 | 1.0 | -15 | 3 | -6 | -7 | 4 | 96 | -11 | -2 |
